# Source: PubChem BioAssay
# D2 antagonist: D2 dopamine receptor (human) antagonism; HEK293 TREx D2 cells, calcium flux, dopamine EC80; inhibition, % at 10 µM; 340,000 tested, 2% active; AID 485344; in the data active = inhibition above about 30%; note: 0% is about no effect
#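 Overnight-induced (tetracycline, 30 C) HEK293 T-REx cells carrying force-coupled D2 receive a no-wash calcium dye, then compound, then EC80 dopamine at 180 s; signals are read kinetically throughout.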
# D1 antag: human D1 dopamine receptor antagonism | P21728 | HEK293 TREx D1 cells, calcium flux, dopamine EC80; hits give low values | activity change, negative = inhibition, % at 10 µM | 360,000 tested, 3.2% active | AID 504652; in the data active = activity change below about -30%; note: % is set by controls: 0 for no effect and ±100 for the full control effect
#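 Kinetic fluorescence of a calcium dye serves as the read-out. D1-expressing Hek293 Trex cells, induced overnight at 30 C, are exposed to compound for 180 s before an EC80 dopamine addition, then read 180 s further.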
# TRHR enhancer: allosteric enhancers of human TRH receptor; 360,000 tested, 0.66% active; P34981; AID 493056; TRHR cells, fluo-8 calcium fluorescence, EC20 TRH enhancement; enhancement, % at 2 µM; in the data active = enhancement above about 30%; note: 0% is about no effect
#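 TRHR-expressing cells loaded with fluo-8 calcium dye were read kinetically (ex 480/em 530) during compound addition, then stimulated with an EC20 of TRH (10 nM final). Enhancement of the Gq-mediated intracellular calcium response was scored.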
# D2 PAM: positively modulates the human D2 dopamine receptor allosterically. P14416. HEK293 T-REx D2, calcium flux, EC20 dopamine potentiation. potentiation, % at 10 µM. 340,000 tested, 0.34% active. AID 485347;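 active = potentiation over 3 SD above the plate norm, cut at about 30% in these data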; note: 0% is about no effect
#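 Using a no-wash calcium dye in inducible, force-coupled HEK293 Trex cells expressing D2, we tracked fluorescence each second for 180 s after compound, then for 180 s after EC20 dopamine to detect augmented signalling.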
# D1 PAM: enhances dopamine response at the human D1 receptor. P21728. HEK293 TREx D1 cells, calcium flux, dopamine EC20 potentiation. potentiation, % at 10 µM. 360,000 tested, 0.036% active. AID 504651; in the data active = potentiation above about 30%; note: 0% is about no effect
# TRHR agonist: TRH receptor (human) agonism. P34981. TRHR cells, calcium flux fluo-8, FDSS agonist mode. activation, % at 2 µM. 360,000 tested, 0.18% active; note: 0% is about no effect
#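 In this calcium-flux screen, cells bearing human TRHR are dye-loaded with fluo-8, baselined for 10 cycles, then exposed to library compounds; positive kinetic calcium responses during the agonist phase mark hits, with TRH as control.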
# RXFP1 antagonist: RXFP1 (human) relaxin receptor antagonism; Q9HBX9; activity change, negative = inhibition, % at 57.5 µM; 350,000 tested, 0.59% active; HEK293-RXFP1, relaxin-stimulated cAMP HTRF, 30 min; hits give low values;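 active = activity change of -60% or lower, but not beyond a set lower limit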; note: % is set by controls: 0 for no effect and ±100 for the full control effect
# Target sequence (Q9HBX9 whole entry, looked up): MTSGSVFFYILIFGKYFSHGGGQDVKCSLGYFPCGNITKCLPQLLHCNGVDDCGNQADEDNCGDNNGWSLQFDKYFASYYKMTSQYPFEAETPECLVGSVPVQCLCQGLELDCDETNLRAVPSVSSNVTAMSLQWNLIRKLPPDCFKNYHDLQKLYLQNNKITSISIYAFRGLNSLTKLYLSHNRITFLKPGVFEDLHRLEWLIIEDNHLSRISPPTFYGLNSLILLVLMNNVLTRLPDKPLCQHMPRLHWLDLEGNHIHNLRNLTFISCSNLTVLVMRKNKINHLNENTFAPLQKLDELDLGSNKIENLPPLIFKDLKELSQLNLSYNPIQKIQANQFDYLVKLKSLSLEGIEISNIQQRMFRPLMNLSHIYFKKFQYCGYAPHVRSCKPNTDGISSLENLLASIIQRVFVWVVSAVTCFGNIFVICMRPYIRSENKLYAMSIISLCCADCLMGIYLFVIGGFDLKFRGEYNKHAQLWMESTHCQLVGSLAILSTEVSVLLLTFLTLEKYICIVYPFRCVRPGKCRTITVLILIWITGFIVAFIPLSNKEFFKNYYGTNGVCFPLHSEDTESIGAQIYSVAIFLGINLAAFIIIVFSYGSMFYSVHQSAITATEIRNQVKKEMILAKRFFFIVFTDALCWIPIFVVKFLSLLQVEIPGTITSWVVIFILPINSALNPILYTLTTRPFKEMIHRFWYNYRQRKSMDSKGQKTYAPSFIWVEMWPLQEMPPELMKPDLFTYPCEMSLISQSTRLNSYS
# D1 agonist: human D1 receptor agonism. P21728. HEK293 T-REx D1 cells, calcium flux, agonist mode. activation, % at 2 µM. 360,000 tested, 1% active. AID 504660; note: 0% is about no effect
#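 Agonism was scored from calcium flux recorded over 180 s (1 read/s) after pintool compound addition, following a 10-cycle baseline. Cells were inducible force-coupled HEK293 TREx D1, plated overnight at 30 C and loaded with no-wash calcium dye.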
# D2 agonist: agonists of human D2 dopamine receptor. P14416. HEK293 T-REx D2 cells, calcium flux agonist mode. activation, % at 2 µM. 340,000 tested, 0.53% active;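 active = activation over 3 SD above normal in the single-dose calcium agonist read, cut at about 30% in these data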; note: 0% is about no effect
#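 Calcium-flux readout, 1 cycle/sec over 180 s following compound pin transfer, in inducible HEK293 Trex D2 cells (force-coupled); dopamine controls included. Positive calcium responses during this window marked compounds as potential agonists.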
# * marks the source's active call; other numbers are inactive results; nt = no result given. Cut-off read from the data, not from the text of the source, unless noted: active = activation above about 30%; inactive = the rest. Random draw from the library; about 7.3% have a hit in one of these screens.
SMILES,D2 antagonist,D1 antag,TRHR enhancer,D2 PAM,D1 PAM,TRHR agonist,RXFP1 antagonist,D1 agonist,D2 agonist
COc1ccc2cc(C(=O)N/N=C/c3cc(OC)c(OC)c(OC)c3)[nH]c2c1,-8,-6,0,10,-4,1.2,5,2,1.0
Cc1ccc(N/C=C2/Sc3ccccc3NC2=O)cc1,-12,-12,-1,0,-4,0.0,-9,10,0.4
CCC(C)(C)n1nnnc1C(c1ccc(OC)cc1)N1CCN(C(=O)c2ccco2)CC1 (stereo unspecified),-11,4,1,4,3,-0.4,10,1,-0.5
Cn1c(=O)c2c(ncn2CC(=O)OCC(=O)Nc2cccc(Cl)c2)n(C)c1=O,3,-10,-1,1,-2,0.0,-11,3,-0.9
CCc1nnc(NC(=O)c2ccc(S(=O)(=O)N3CCCCC3)cc2)s1,11,4,2,1,nt,1.2,-5,3,1.6
O=C(Nc1nc(-c2cccs2)cs1)c1ccc(S(=O)(=O)N2CCCCC2)cc1,-9,-5,5,2,0,1.9,nt,4,0.1
CCOc1ccc(C(=O)CCC(=O)Nc2ccc(C)c(S(=O)(=O)N3CCCCC3)c2)cc1,-10,2,14,4,-3,-0.5,-7,3,-0.5
O=c1c2ccccc2ncn1Cc1ccccc1,12,3,-1,14,6,0.5,-1,3,0.3
CC(=O)Nc1ccc(N2C(=O)C3C4CC(=O)C(c5ccccc54)C3C2=O)cc1 (stereo unspecified),-13,-2,4,12,-1,0.4,10,4,0.0
CCSc1nnc(NC(=O)c2cc(-c3ccc(C)c(C)c3O)n[nH]2)s1,-5,-3,-2,13,-5,0.1,11,3,0.1
COc1cccc(Nc2nnc(SCc3cc([N+](=O)[O-])cc4c3OCOC4)s2)c1,10,-2,-3,-4,0,-0.2,-4,1,0.1
CCC1(c2ccc(F)cc2)NC(=O)N(CC(=O)N2CCc3ccccc3C2)C1=O (stereo unspecified),13,-2,4,-2,3,0.4,-9,2,0.5

# Random excerpt: two records from the list, in no set order.
SMILES,D2 antagonist,D1 antag,TRHR enhancer,D2 PAM,D1 PAM,TRHR agonist,RXFP1 antagonist,D1 agonist,D2 agonist
COc1ccc2cc(C(=O)N/N=C/c3cc(OC)c(OC)c(OC)c3)[nH]c2c1,-8,-6,0,10,-4,1.2,5,2,1.0
Cn1c(=O)c2c(ncn2CC(=O)OCC(=O)Nc2cccc(Cl)c2)n(C)c1=O,3,-10,-1,1,-2,0.0,-11,3,-0.9

# Later entries:
SMILES,D2 antagonist,D1 antag,TRHR enhancer,D2 PAM,D1 PAM,TRHR agonist,RXFP1 antagonist,D1 agonist,D2 agonist
CCOC(=O)c1sc2ncn(C(C)C(=O)OC)c(=O)c2c1C (stereo unspecified),-21,-3,4,5,2,-0.2,-4,4,-0.1
Cc1[nH]c2ccccc2c1C(c1ccccc1)c1ccc(Cl)s1 (stereo unspecified),nt,2,1,-3,1,-0.5,-36,2,0.4
COC(=O)c1cc2c(C)nn(C)c2s1,8,0,0,-4,3,0.3,-2,3,0.0
CCOC(=O)CSc1nnc2cc(C)c3ccccc3n12,-10,-12,7,7,-2,-0.2,4,1,-0.3
CCOC(=O)COc1ccc(S(=O)(=O)N2CCc3ccccc3C2)cc1,-6,1,2,5,-10,0.5,-18,9,-0.9
COc1ccc(NS(=O)(=O)c2cccc(C(=O)N3CCCCCCC3)c2)cc1,-39,-3,0,8,-8,0.2,3,1,-0.1
CSc1nnc([C@H](Cc2c[nH]c3ccccc23)NC(=O)OC(C)(C)C)o1,21,-4,-1,7,3,-0.2,-15,3,-1.7
COc1ccc(-n2ccnc(NCc3cccs3)c2=O)cc1,nt,-34*,-1,3,-4,0.0,nt,2,0.0
CC(C)CN(CCNC(=O)c1cn(C)c2ccc(S(=O)(=O)N3CCCCCC3)cc2c1=O)CC(C)C,nt,7,7,-5,5,-0.1,-3,-2,-0.3
Cc1csc(NC(=O)CCN2C(=O)c3ccccc3S2(=O)=O)n1,12,4,-8,4,5,0.3,-13,-1,0.4
CC1=C(C#N)C(=O)NC(=O)/C1=C\c1ccc(-c2cc(C)c(C)cc2[N+](=O)[O-])o1,14,2,-4,8,-2,-0.2,-34,-1,0.6
CCC(C)NC(=O)Cn1c(=O)n(CCCC(=O)NCc2ccccc2Cl)c(=O)c2ccccc21 (stereo unspecified),-1,6,2,3,0,-1.0,-1,0,-1.4
CC(C)(C)NC(=O)C(=O)NNC(=O)c1cccc([N+](=O)[O-])c1,7,20,-3,0,2,0.3,0,-1,0.8

# Arranged by number of heavy atoms (highest first): 10 of the compounds above
SMILES,D2 antagonist,D1 antag,TRHR enhancer,D2 PAM,D1 PAM,TRHR agonist,RXFP1 antagonist,D1 agonist,D2 agonist
CC(C)CN(CCNC(=O)c1cn(C)c2ccc(S(=O)(=O)N3CCCCCC3)cc2c1=O)CC(C)C,nt,7,7,-5,5,-0.1,-3,-2,-0.3
CCC(C)NC(=O)Cn1c(=O)n(CCCC(=O)NCc2ccccc2Cl)c(=O)c2ccccc21 (stereo unspecified),-1,6,2,3,0,-1.0,-1,0,-1.4
COc1cccc(Nc2nnc(SCc3cc([N+](=O)[O-])cc4c3OCOC4)s2)c1,10,-2,-3,-4,0,-0.2,-4,1,0.1
CC1=C(C#N)C(=O)NC(=O)/C1=C\c1ccc(-c2cc(C)c(C)cc2[N+](=O)[O-])o1,14,2,-4,8,-2,-0.2,-34,-1,0.6
CCOC(=O)COc1ccc(S(=O)(=O)N2CCc3ccccc3C2)cc1,-6,1,2,5,-10,0.5,-18,9,-0.9
CCSc1nnc(NC(=O)c2cc(-c3ccc(C)c(C)c3O)n[nH]2)s1,-5,-3,-2,13,-5,0.1,11,3,0.1
Cc1csc(NC(=O)CCN2C(=O)c3ccccc3S2(=O)=O)n1,12,4,-8,4,5,0.3,-13,-1,0.4
CC(C)(C)NC(=O)C(=O)NNC(=O)c1cccc([N+](=O)[O-])c1,7,20,-3,0,2,0.3,0,-1,0.8
CCOC(=O)CSc1nnc2cc(C)c3ccccc3n12,-10,-12,7,7,-2,-0.2,4,1,-0.3
COC(=O)c1cc2c(C)nn(C)c2s1,8,0,0,-4,3,0.3,-2,3,0.0
